From PubChem
RSV antiviral HEp-2 – RSV antiviral activity via CPE protection, HEp-2 cells, primary 10 µM value included (AID 2391). HEp-2 cells, RSV-induced CPE inhibition; higher % means a stronger effect. CPE inhibition, % at 10 µM, or IC50 in µM where a hit was titrated. hit rate 0.13% among 310,000; in the data active = a potency from the dose series; inconclusive = CPE inhibition mostly from about 23% at the one dose, without a potency; inactive = the rest, 99 in 100 with CPE inhibition below about 21%; note: strong numbers were not always called active
HIV fusion peptide – inhibitors of HIV fusion peptide binding, primary screen, biochemical, uHTS, fluorescence dequenching (AID 1986) | cell-free peptide binding, fluorescence dequenching, 30 min; higher % means a stronger effect | inhibition, % at 20 µM; hits with a dose series show IC50 in µM | hit rate 0.3% among 290,000; in the data active = inhibition mostly above about 52%, no sharp cut-off; inactive = mostly below about 76%; note: some results filed as inactive read as strong as hits
NS5 inhibitors – Dengue-2 NS5 methyltransferase inhibitors, primary screen, biochemical, confirmation dose response (AID 588689); Dengue-2 NS5 methyltransferase capping enzyme assay, biochemical; higher % means a stronger effect; one-dose inhibition, % at 25 µM; IC50 in µM for titrated hits; hit rate 0.3% among 340,000; in the data active = a potency from the dose series; inconclusive = inhibition above about 29% without an active follow-up result
AID2073 – disruptors of CaV2.2 binding to Mint1 – biochemical, HTRF (AID 2073) | one-dose inhibition, % at 20 µM; IC50 in µM for titrated hits | HTRF protein-protein interaction, Mint1-CaV2.2; higher % means a stronger effect | hit rate 0.19% among 290,000; in the data active = inhibition mostly above about 51%, no sharp cut-off; inconclusive = no clear call, values can overlap the other calls; inactive = mostly below about 53%; note: some results filed as inactive read as strong as hits
XIAP displacement – XIAP antagonists, biochemical, IAP family, fluorescence polarization (AID 1018). XIAP BIR domain, fluorescence polarization peptide displacement; higher % means a stronger effect. displacement, % at 20 µM, or IC50 in µM where a hit was titrated. hit rate 0.007% among 200,000; in the data active = displacement above about 50%; note: a part of the inactive calls stands beside numbers as strong as those of hits
LYP phosphatase – inhibitors of LYP phosphatase, biochemical, fluorescence intensity, uHTS (AID 1779); hit rate 0.054% among 290,000; recombinant LYP phosphatase, fluorescence intensity; higher % means a stronger effect; inhibition, % at 11.5 µM; hits with a dose series show IC50 in µM; in the data active = inhibition above about 50%;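 note: plate controls were vehicle with enzyme for no effect and no enzyme for full effect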
Large T inhibition – TAg ATPase/helicase activity blockers – biochemical (AID 1903); inhibition, % at 20 µM, or IC50 in µM where a hit was titrated; SV40 large T antigen ATPase/helicase inhibition assay; higher % means a stronger effect; hit rate 0.39% among 310,000; in the data active = a potency from the dose series; inconclusive = inhibition mostly from about 32% at the one dose, without a potency; inactive = the rest, 99 in 100 with inhibition below about 32%; note: strong numbers were not always called active
Rac1 GTP hydrolysis – MgcRacGAP GTPase-activating activity inhibitors, confirmation, biochemical, ADP Hunter fluorescence. MgcRacGAP-stimulated Rac1 GTP hydrolysis, ADP Hunter fluorescence; higher % means a stronger effect; GST-tagged Rac1 F28L mutant substrate. one-dose inhibition, % at 30 µM; IC50 in µM for titrated hits. hit rate 0.6% among 340,000. AID 624330;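 active = first-screen hits whose inhibition reached a set limit at any dose in the follow-up dose series; inconclusive = inhibition above the set first-screen limit but never retested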;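 note: fluorescence reports GDP produced by GAP-driven GTP hydrolysis; strong numbers were not always called active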
SIAH1 antagonists – blockers of Siah-1 interaction with plectin peptide – biochemical, fluorescence polarization, rhodamine-plectin, uHTS, primary screen (AID 1817) | Siah-1 / rhodamine-plectin peptide fluorescence polarization; higher % means a stronger effect | one-dose displacement, % at 20 µM; IC50 in µM for titrated hits | hit rate 0.02% among 290,000;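 active = displacement of at least 50% at 20 µM, with a fluorescence ratio check between 0.3 and a set limit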;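 note: plate controls were Siah plus tracer with DMSO for no effect and tracer alone without Siah for full effect; strong numbers were not always called active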
NS5 inhibitors pilot replicate – further read-out of NS5 inhibitors, marked with its call; inhibition, %; measured here: pilot screen replicate inhibition
Numbers without * were called inactive; ? = inconclusive; . = not tested or not shown; & = joins results of further samples.

SMILES	RSV antiviral HEp-2	HIV fusion peptide	NS5 inhibitors	AID2073	XIAP displacement	LYP phosphatase	Large T inhibition	Rac1 GTP hydrolysis	SIAH1 antagonists	others
O=C(Cc1cccs1)N/N=C/C(Br)=C/c1ccccc1	5.4%	-0.9%	-7%	-1%	-65%	-2%	6%	10%	-1%
COc1ccc(CN=Cc2c(O)[nH]c3ccccc23)cc1	-1.3%	0.4%	-7%	?	-1.0%	2%	5%	-1%	8%
CCOc1cc(N2C(=O)CC3CS(=O)(=O)CC32)c(OCC)cc1NC(=O)c1ccccc1 (stereo not drawn)	0.0%	0.3%	3%	-5%	-7.1%	7%	-8%	0%	1%
Cc1ccc(N2CCN(C3=NC(=O)/C(=C\c4cccs4)S3)CC2)cc1	22%	-3.7%	1%	1%	-2.6%	2%	-4%	9%	-3%
NC(=S)NNC(=O)Nc1ccc(Cl)c(Cl)c1	4.0%	0.2%	-12%	5%	-8.2%	-18%	14%	7%	-7%
CCOCCCNC(=O)c1cn(C)c(=O)c2cc(OC)c(OC)cc12	1.9%	0.7%	-1%	-2%	4.4%	0%	-1%	3%	4%
Cc1cc2occ(CC(=O)N(C)CC(=O)Nc3c(C)cccc3C)c2cc1C	2.1%	.	-1%	.	.	.	17%	2%	.
CSCCC(NC(C)=O)C(=O)Oc1ccc2c3c(c(=O)oc2c1)CCCC3 (stereo not drawn)	.	-0.5%	-8%	22%	2.3%	-13%	32%	14%	4%
CCOC(=O)N1CCC(n2c(SCC(=O)NCCC3=CCCCC3)nc3ccccc3c2=O)CC1	15%	-1.5%	-9%	9%	-4.1%	-1%	1%	4%	-1%	NS5 inhibitors pilot replicate=-4.6
O=C(c1ccc(=O)[nH]c1)N(Cc1ccco1)C1(C(=O)NC2CCCCC2)CCCCC1	1.7%	1.1%	5%	1%	-3.5%	2%	4%	-4%	2%
CCOc1cc(/C=N/Nc2nc(C)cc(=O)[nH]2)ccc1O	0.9%	-2.8%	-2%	0%	.	-2%	25µM*	?	-3%
Cc1nc(COC(=O)c2cc(O)c3ccccc3c2O)cs1	.	2.2%	43µM*	4%	-1.9%	-4%	13%	-2%	0%
Cc1ccc(OCC(=O)NNC(=O)c2ccoc2C)c(Br)c1	0.3%	-1.3%	1%	0%	0.5%	-8%	-3%	10%	-7%
O=[N+]([O-])c1nn(-c2ccccc2)n(O)c1=NCc1ccc2c(c1)OCO2	5.9%	-2.2%	-3%	13%	-2.8%	-1%	11%	9%	4%
COc1ccc(-c2cc(-c3ccco3)[nH]c(=O)c2C#N)cc1	0.8%	49%	19%	25%	.	2%	33%	12%	11%
CCCc1nc(SCC(=O)N2CCCc3ccccc32)c2c(=O)n(C)c(=O)n(C)c2n1	16%	-1.7%	-3%	8%	-6.6%	-3%	-4%	10%	4%
COc1cc(NC(=O)CCN2CCN(c3ccccc3F)CC2)cc(OC)c1	-1.7%	-0.1%	2%	0%	-1.9%	-8%	1%	7%	1%
CCN(C(=O)COC(=O)c1cc(C)n(-c2ccc(F)cc2)c1C)C1CCS(=O)(=O)C1 (stereo not drawn)	.	-4.0%	1%	-5%	-12%	-1%	-1%	8%	-5%
Fc1ccc(SCCc2ccccn2)cc1	1.6%&1.6%	0.0%&-0.2%	-5%	-6%&-10%	.	-8%&-5%	19%&1%	-5%	9%&-2%
Cc1cc2c(cc1C)NC(c1cccnc1)C1=C(CC(C)(C)CC1=O)N2 (stereo not drawn)	1.0%	3.9%	-4%	3%	-5.8%	-4%	8%	19%	1%
CC(C)(C)c1nn(-c2ccccc2)c2[nH]c(=O)c(C=O)cc12	11%	15%	2%	35%	.	-6%	4%	0%	9%
O=C(CN1CCOCC1)Nc1nc(-c2ccc(Cl)cc2)cs1	10%	-1.1%	1%	-2%	.	-5%	9%	14%	13%
O=C(Nc1nc(-c2ccc(S(=O)(=O)N3CCCC3)cc2)cs1)c1cccs1	11%	-0.4%	-6%	-5%	0.7%	0%	5%	11%	0%
Cc1ccc(C2=NN(CC(=O)NCc3cccnc3)C(=O)CC2)cc1	3.6%	4.0%	.	8%	-1.1%	3%	14%	.	-2%
c1ccc2oc(-c3[nH]ncc3CN3CCC(N4CCSCC4)CC3)cc2c1	0.7%	-0.6%	-6%	-10%	-3.9%	-10%	3%	-4%	-10%
Cc1ccc(CSc2nnc(NC(=O)C3COc4ccccc4O3)s2)cc1 (stereo not drawn)	21%	5.0%	-6%	13%	-2.0%	10%	0%	1%	-3%
CCOC(=O)CNC(=O)/C(=C\c1ccc(F)cc1)NC(=O)c1ccccc1	2.9%	0.9%	7%	14%	-9.8%	-6%	3%	-1%	12%
COc1ccc(CNC(=O)/C(C)=C\C(=O)O)cc1	0.8%	-2.1%	-5%	8%	-5.3%	-8%	9%	8%	-3%
N#Cc1ccccc1COC(=O)c1cc(=O)c2ccccc2o1	0.8%	0.2%	-5%	-3%	.	-14%	9%	7%	-1%
COCCOC(=O)C1=C(C)Nc2ncnn2C1c1ccc(F)cc1 (stereo not drawn)	-0.3%	0.4%	-2%	-3%	-0.6%	-3%	0%	1%	-7%
Cn1c(NCc2cc(Br)ccc2O)nc2ccccc21	66%	0.9%	-6%	-2%	-5.7%	-8%	-2%	3%	-3%
CCOc1ccc(C(=O)N(c2ccccn2)C2CCCCC2)cc1	0.3%	0.5%	0%	-1%	-6.8%	-5%	0%	-1%	7%
N/C(=N\S(=O)(=O)c1ccccc1)c1ccc([N+](=O)[O-])cc1	0.4%	-2.1%	-9%	1%	-3.4%	-5%	3%	9%	4%
O=C(Nc1cccc(Cl)c1Cl)c1ccccc1OCC(=O)N1CCOCC1	0.9%	0.8%	2%	-5%	.	-7%	9%	8%	-3%
COC(=O)c1cc(S(=O)(=O)N2CCCC(C)C2)cn1C (stereo not drawn)	1.4%	0.2%	-1%	-5%	.	-4%	8%	8%	-5%
O=c1c2cnn(-c3ccccc3)c2ncn1Cc1cccnc1	2.7%	0.9%	4%	0%	-4.6%	-2%	8%	4%	2%
CC(C(=O)Nc1ccccn1)N1C(=O)C2C3C=CC(C3)C2C1=O (stereo not drawn)	1.8%	-1.2%	-9%	6%	-4.3%	-10%	-2%	4%	-1%
COc1ccc(NC(=O)C(NC(=O)CNC(C)=O)c2ccc(C)cc2)cc1 (stereo not drawn)	-0.3%	-1.0%	-6%	-7%	-8.0%	0%	12%	8%	-4%
COc1ccccc1-c1noc(-c2cccs2)n1	5.4%	-1.8%	-6%	7%	2.0%	-4%	5%	6%	6%
CCOC(=O)c1[nH]c(C)c(C(=O)Nc2ccc(C)c(F)c2)c1C	0.8%	-2.0%	-1%	-2%	-8.3%	5%	8%	10%	1%
COc1ccc(CSc2nnc(NC(C)=O)s2)cc1[N+](=O)[O-]	.	1.6%	32%	2%	-4.3%	-5%	8%	-9%	12%
COc1ccc(C(=O)NNC(=S)NC(=O)c2ccc(OC)cc2)cc1	-0.4%	3.8%	2%	-10%	.	-13%	9%	9%	-8%
Cn1cccc1Cc1nnc(SCC(=O)N2CCN(c3ccccc3)CC2)n1-c1ccc(F)cc1	0.3%	-3.6%	-1%	-36%	-3.7%	-1%	20%	6%	0%
CC(C)N(C)Cc1nnnn1CC(=O)NCc1cc(F)cc(C(F)(F)F)c1	0.8%	0.2%	1%	0%	.	-13%	-5%	5%	-4%
CCOC(=O)C(NC(=O)CC)(N1CCc2ccccc2C1)C(F)(F)F (stereo not drawn)	1.1%	1.1%	2%	-12%	0.1%	-8%	-2%	10%	1%
COc1ccc(OC)c(Nc2ncnc3c2cnn3-c2ccccc2)c1	3.0%	3.4%	-3%	-4%	-10%	6%	-2%	5%	-4%
CC1CN(c2ccc(Cl)cc2[N+](=O)[O-])CCN1S(C)(=O)=O (stereo not drawn)	2.6%	0.2%	-4%	3%	-9.1%	-3%	7%	-7%	4%
CCCCOc1ccc(C(=O)NCC(=O)NCC2CCCO2)cc1 (stereo not drawn)	1.3%	2.1%	-1%	2%	.	-7%	11%	4%	4%
COc1ccccc1CNc1ncnc2c1cnn2-c1ccccc1	1.5%	-0.6%	-2%	2%	.	-1%	.	1%	0%
O=C(CSc1ncnc2sc3c(c12)CCCC3)N1CCC(c2noc3ccc(F)cc23)CC1	6.7%	-1.3%	-1%	-2%	-9.2%	6%	0%	5%	-2%
Cc1ccc2cc(C(c3nnnn3C3CCCC3)N3CCOCC3)c(=O)[nH]c2c1C (stereo not drawn)	-0.6%	0.8%	4%	-5%	-1.7%	-4%	9%	5%	5%
CC(O)(CS(=O)(=O)Cc1ccccc1)c1ccccc1Cl (stereo not drawn)	0.1%	0.1%	-4%	3%	.	-5%	-4%	5%	-4%
CN(C)C=Nc1nonc1-c1ccc(Cl)cc1	0.4%	1.4%	-8%	3%	.	-9%	5%	8%	10%
CCN(CC)S(=O)(=O)c1cccc(C(=O)OCC(=O)c2ccc3c(c2)OCCO3)c1	19%	-2.6%	-4%	4%	-4.8%	-7%	6%	11%	-1%
Cc1cc(C)c(NC(=O)CSc2nncn2-c2cccnc2)c(C)c1	-1.0%	0.4%	-7%	11%	-5.5%	-4%	9%	7%	5%
Cc1cc(C(=O)NC2CCCCC2)c(C)o1	-1.6%	.	-4%	.	.	.	3%	3%	.
O=C(Nc1nnc(-c2ccccc2)s1)c1ccccc1O	11%	0.1%	-7%	17%	.	-7%	7%	2%	0%
CC(c1ccon1)N(C)Cc1cn[nH]c1-c1ccc(F)cc1F (stereo not drawn)	3.2%	-0.5%	0%	-9%	.	-5%	7%	6%	14%
Cc1noc2c1C(c1ccc(N(C)C)cc1)C1=C(CC(C)(C)CC1=O)N2 (stereo not drawn)	-0.6%	0.4%	-4%	1%	-21%	1%	9%	3%	5%
CCN(CC)C(=O)Cn1cc(S(=O)(=O)CC(=O)Nc2cc(OC)ccc2OC)c2ccccc21	2.6%	-1.7%	3%	-2%	.	-7%	8%	5%	-4%
COC(=O)c1cc(C(=O)N2CCN(c3ccccc3OC)CC2)cc([N+](=O)[O-])c1	4.2%	0.5%	-3%	-4%	-1.1%	-4%	-1%	6%	0%
O=S(=O)(N/N=C/c1ccccc1OCc1ccc(Cl)cc1)c1ccccc1	6.2%	0.6%	-11%	0%	-0.5%	1%	10%	7%	2%
COc1ccc(OCC(=O)NNC(=S)NC(=O)C2CCCCC2)cc1	-0.8%	-1.6%	-8%	-18%	.	-10%	9%	10%	-10%

A section taken from the entries so far, as a working copy:
SMILES	RSV antiviral HEp-2	HIV fusion peptide	NS5 inhibitors	AID2073	XIAP displacement	LYP phosphatase	Large T inhibition	Rac1 GTP hydrolysis	SIAH1 antagonists	others
O=S(=O)(N/N=C/c1ccccc1OCc1ccc(Cl)cc1)c1ccccc1	6.2%	0.6%	-11%	0%	-0.5%	1%	10%	7%	2%
COc1ccc(OCC(=O)NNC(=S)NC(=O)C2CCCCC2)cc1	-0.8%	-1.6%	-8%	-18%	.	-10%	9%	10%	-10%
